Screening data from PubChem.
FEN1 inh = inhibitors of human flap endonuclease 1 | P39748 | Recombinant FEN1 flap cleavage, fluorescence, 15 min | Potency, µM (titrated, usually from 114 µM), for inactives: at the top dose activity change, negative = inhibition, usual class: inhibitors | 0.35% of 390,000 active | AID 588795; further: nearly all actives have a fitted effect of over 65% in size
Target sequence (P39748 whole entry, looked up): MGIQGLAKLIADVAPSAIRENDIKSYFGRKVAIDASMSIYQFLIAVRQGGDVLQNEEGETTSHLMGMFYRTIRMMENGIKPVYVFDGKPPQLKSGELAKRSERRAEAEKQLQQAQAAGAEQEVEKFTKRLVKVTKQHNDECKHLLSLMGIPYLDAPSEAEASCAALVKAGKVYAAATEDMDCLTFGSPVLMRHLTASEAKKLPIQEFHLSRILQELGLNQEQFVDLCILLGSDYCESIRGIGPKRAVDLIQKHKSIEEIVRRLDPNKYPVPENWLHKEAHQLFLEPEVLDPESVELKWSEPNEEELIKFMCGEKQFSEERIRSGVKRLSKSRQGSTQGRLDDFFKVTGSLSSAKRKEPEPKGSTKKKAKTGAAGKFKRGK
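Concentration–response screening of FEN1 (10 nM): 15 min compound preincubation at room temperature, reaction started with 50 nM substrate and read at 0 and 15 min. Corrected, normalized data were fitted by a four-parameter Hill equation.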
TDP1 block = blocks human tyrosyl-DNA phosphodiesterase 1 | recombinant TDP1, AlphaScreen DNA substrate cleavage | 0.28% of 350,000 active | Potency, µM (titrated, usually from 130 µM), without a hit: top-dose activity change, negative = inhibition, most hits filed as inhibitors | Q9NUW8; further: nearly all actives have a fitted effect of over 40% in size
Target sequence (Q9NUW8 whole entry, looked up): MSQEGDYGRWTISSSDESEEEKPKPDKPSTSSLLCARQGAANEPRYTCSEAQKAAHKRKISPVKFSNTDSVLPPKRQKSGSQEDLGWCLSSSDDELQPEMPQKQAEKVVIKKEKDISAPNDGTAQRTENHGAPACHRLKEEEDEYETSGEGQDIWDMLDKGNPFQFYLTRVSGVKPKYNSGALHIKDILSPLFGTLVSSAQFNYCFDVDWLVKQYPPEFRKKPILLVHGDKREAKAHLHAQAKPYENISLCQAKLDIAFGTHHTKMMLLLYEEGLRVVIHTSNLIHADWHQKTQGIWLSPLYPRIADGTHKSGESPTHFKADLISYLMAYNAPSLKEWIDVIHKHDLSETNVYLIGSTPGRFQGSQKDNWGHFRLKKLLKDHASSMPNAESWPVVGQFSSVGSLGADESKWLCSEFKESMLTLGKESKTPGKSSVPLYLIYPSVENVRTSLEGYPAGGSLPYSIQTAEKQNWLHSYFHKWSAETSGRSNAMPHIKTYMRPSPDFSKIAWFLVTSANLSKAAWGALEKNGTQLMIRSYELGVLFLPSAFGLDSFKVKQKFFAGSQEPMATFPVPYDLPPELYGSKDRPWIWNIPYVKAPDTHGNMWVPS
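Here, a 5' biotin and 3' phosphotyrosine-FITC DNA oligonucleotide reports Tdp1 activity: intact substrate bridges AlphaScreen beads, while cleavage leaves a 3' phosphate and drops signal. All incubations at room temperature.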
N370S GC mod = inhibitors or activators of N370S glucocerebrosidase for Gaucher disease; P04062; N370S GC spleen homogenate, 4MU-glucoside fluorescence; Potency, µM (series often up to 59.4 µM), inactives show top-dose activity change, negative = inhibition, actives largely listed as inhibitors; 0.092% of 330,000 active; AID 2101;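 further: 0% = full enzyme activity and -100% = no enzyme basal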
* = called active by the depositor; ? = inconclusive; . = no result given; & = joins results of further samples; [ ] = remark or other dose. The call rests on the fitted dose curve; in most records, active means well fitted curve in the direction sought with a large enough effect; inconclusive means small, poorly fitted or top-dose-only effect, or another doubt; inactive means no such curve, though single readings can be large; an effect the other way counts as inactive or inconclusive. Unless noted, on the % scale 0 is the no-effect control and ±100 the full control effect; potency means the concentration at half of the fitted maximal effect.

SMILES	FEN1 inh	TDP1 block	N370S GC mod
O=c1c2cccnc2n(Cc2cccc(F)c2)c(=O)n1Cc1ccccc1Cl	-4.7%	0.0%	.
Cc1cc(C)c2c(CC(=O)Nc3ccc(S(=O)(=O)Nc4nc(C)cc(C)n4)cc3)coc2c1	16.0%	2.5%	.
Cc1cccc(-n2c(Cc3ccccc3)n[nH]c2=S)c1	4.5%	-3.6%	5.7%
Cc1ccccc1Nc1nnc(-c2ccc(C(=O)NCCO)cc2)c2ccccc12	3.7%	.	2.7%
CNC(=O)[C@H](C)/C=C(\c1cccnc1)C(NC(=O)OCc1ccccc1)c1ccc(C(=O)OC)cc1 (stereo not given in full)	.	5.7%	6.9%
COc1ccc(N/N=C(/C)c2cnnc(-c3ccccc3)n2)cc1	-8.1%	5.3%	7.4%
O=C(O)c1nccnc1C(=O)NCCc1c[nH]c2ccccc12	-16.1%	2.7%	-2.7%
COc1ccccc1C(=O)Oc1ccc(C(C)C)cc1	-18.4%	-8.8%	5.9%
O=C(O)CCC(=O)N1N=C(c2c(-c3ccccc3)c3cc(Cl)ccc3[nH]c2=O)CC1c1ccccc1 (stereo not given)	10.8%	-2.8%	-2.9%
COc1cccc(NC(=O)C2C3C=CC(C3)C2C(=O)O)c1 (stereo not given)	-11.9%	.	-3.6%
O=c1c(Cl)c(NCc2ccc(F)cc2)cnn1C12CC3CC(CC(C3)C1)C2	0.5%	-5.7%	9.7%
CN(C1CCCCC1)S(=O)(=O)c1ccc2c(c1)c(=O)c(C(=O)NCCN1CCCC1)cn2C	17.8%	2.0%	5.3%
O=S(=O)(c1ccccc1)N1CCN(c2nc(-c3cccs3)nc3ccccc23)CC1	-1.8%	1.3%&0.0%	?
O=C(O)c1nn2cc(CCO)cnc2c1Cl	4.6%	?	-4.8%
CC1(C)OC(=O)C(=CNC(Cc2c[nH]c3ccccc23)C(=O)O)C(=O)O1 (stereo not given)	-10.2%	0.0%	-3.1%
COc1ccc(-n2c(SCC(=O)NCC3CCCO3)nc3c([nH]c4ccccc43)c2=O)cc1 (stereo not given)	13.5%	-8.6%	-0.9%
O=C(c1ccc2nccnc2c1)N1CCCC(N2CCN(c3ccc(F)cc3)CC2)C1 (stereo not given)	-7.9%	3.3%	-0.6%
CC(C)CCNc1nc(Nc2ccccc2)c2cnn(C)c2n1	-21.1%	8.8%	.
O=C(CCC(=O)c1cccs1)NCc1ccccc1Cl	4.0%	0.4%	.
COc1ccc(-c2csc(N(CCCN(C)C)C(=O)c3ccccc3C)n2)cc1	-9.0%	.	-17.4%
COc1ccc(C2=[N+]([O-])C(C)(C)C(c3ccccc3)=N2)cc1	-3.8%	10.5%	8.0%
Cc1nc2ncnn2c(N2CCN(C(=O)Cc3cccs3)CC2)c1C	-16.0%	-12.2%	0.0%
Cc1cccc(NC(=S)NC(=O)CC2CC(C)(C)OC2=O)c1 (stereo not given)	9.4%	-7.2%	6.8%
Cc1nc2c(sc3nc(N4CCOCC4)c4c(c32)CC(C)(C)OC4)c(-c2ccc(Cl)cc2)c1C(=O)O	-13.9%	-3.6%	24.0%
O=C(Nc1ccccn1)C(=O)Nc1ccccn1	20.8%	5.1%	1.3%
COC(=O)c1cc2sc(Cl)cc2n1CC(=O)NCCC(C)C	-0.6%	0.0%	3.8%
Cc1cccc(NC(=O)C2CCCN(S(=O)(=O)c3c(C)noc3/C=C/N(C)C)C2)c1C (stereo not given)	-11.8%	9.0%	.
NC(=O)Nc1ccc(Oc2c(F)c(F)c(F)c(F)c2F)cc1	0.0%	-2.1%	-4.6%
COC(=O)[C@]1(Cc2ccccc2)N[C@H](c2ccc(-c3cc(C(C)=O)cs3)cc2)[C@@H]2C(=O)N(C)C(=O)[C@@H]21	3.9%	.	6.1%
O=C1CCC([N+](=O)[O-])C(c2ccc(Cl)c([N+](=O)[O-])c2)N1 (stereo not given)	-0.1%	-2.5%	-4.4%
COC(=O)Nc1ccc(S(=O)(=O)N2CCCC(C(=O)Nc3cccc4c3OCCO4)C2)cc1 (stereo not given)	-17.5%	4.3%	-3.5%
Cc1ccc(C(=O)NCC(c2ccc(F)cc2)N2CCOCC2)cc1 (stereo not given)	4.9%	.	9.8%
CCOC(=O)c1cnc2[nH]c3ccccc3n2c1=O	-8.5%	0.0%	-3.1%
O=c1oc2ccc3ccccc3c2cc1-c1nnc(Nc2ccc(Cl)cc2Cl)s1	-1.2%	3.1%[12.3 µM]	.
COc1ccc(CCNS(=O)(=O)c2ccccc2[N+](=O)[O-])cc1OC	-10.0%	.	-1.5%
Cn1cc(C(=O)NCCO)c(=O)c2ccccc21	-3.8%	1.1%	-1.7%
CCOC(=O)C1(Cc2ccc(OC)cc2)CCN(C(=O)c2csc(C)n2)CC1	-5.2%	.	9.0%
Cc1ccc(NS(=O)(=O)c2cc3c(cc2C)NC(=O)CO3)cc1	-3.8%	.	-20.7%
O=C(COC(=O)/C=C/c1cccc([N+](=O)[O-])c1)NCCCN1CCCC1=O	0.5%	2.5%	20.3%
COc1ccc(NC(=O)CSc2nc3ccccc3nc2N2CCCCC2)cc1	6.0%&-22.6%	-2.1%	10.1%
O=c1cc(N2CCCCC2)c(-c2ccccc2)nn1Cc1ccccc1	-5.4%	0.0%	?
CCc1cc(C(=O)N2CCN(S(=O)(=O)c3cc(C)ccc3C)CC2)sc1C	-12.3%	-3.2%[56.1 µM]	.
Cc1ccc(S(=O)(=O)N(CC2CO2)c2ccccc2[N+](=O)[O-])cc1 (stereo not given)	9.3%	2.4%	-15.6%
Cc1ccnn2c(-c3ccccc3)c3c(=O)n(C)c(=O)n(C)c3c12	.	2.2%	1.3%
O=c1[nH]cccc1-c1nc2ccccc2n1Cc1ccc(Cl)cc1	0.0%	.	-19.2%
Cc1ccc(S(=O)(=O)N2[C@@H](c3ccc(C(C)(C)C)cc3)C(C(=O)O)=CC[C@H]2c2cccs2)cc1	-0.1%	2.1%	.
Cc1c2c(nc3c(C(=O)NC4CC4)cnn13)CCCC2	12.6%	1.0%	-2.3%
CC(=O)Nc1ccc(C2NC(=S)N(c3ccccc3C(F)(F)F)C(C)=C2C(=O)N2CCOCC2)cc1 (stereo not given)	-4.4%	1.8%	-0.8%
O=C(CSc1nnc(CNC(=O)c2c(F)cccc2Cl)o1)c1ccccc1	-5.5%	-2.5%	0.2%
CC(C)(CNC(=O)C1CCN(S(=O)(=O)c2cc([N+](=O)[O-])ccc2Cl)CC1)N1CCOCC1	10.9%	0.4%	-6.3%

(continued)
SMILES	FEN1 inh	TDP1 block	N370S GC mod
CC(=O)Oc1ccc2occ(C(=O)c3cccs3)c2c1	-13.6%	-2.0%	3.7%
O=C(Nc1ccnn1C1CCN(Cc2cc3ccccc3[nH]2)CC1)C1CCOC1 (stereo not given)	.	2.9%	-1.7%
Cc1cc(OCCOCCNCc2ccccc2)ccc1C(C)C	-8.8%	.	-28.0%
CCC(=NC(C)c1ccccc1)c1c(O)n(C)c(=O)n(C)c1=O (stereo not given)	-6.9%	6.2%	9.2%
COC(=O)c1ccc(N=Nc2c(C)[nH]n(-c3ccccc3)c2=O)cc1	-0.4%	9.2%	-2.7%
Cn1c(SCC(=O)Nc2ccccc2-c2ccccc2)nnc1-c1ccco1	-11.6%	9.1%	5.3%
CN1[C@H](CC(=O)c2ccccc2)CCC[C@H]1C[C@H](O)c1ccccc1	.	4.8%	-1.5%
CC(C)NC[C@@H](O)c1ccc(O)c(O)c1	?	?	21.9%
Cc1ccc(OCCNCc2ccccc2)c(C)c1	1.2%	0.0%	-25.2%
COc1ccc(C(=O)NC(Cc2ccccc2)c2ccc3c(c2)OCCCO3)cc1 (stereo not given)	-4.3%	3.9%	23.3%
CCOC(=O)C1=C(C)NC(=O)NC1c1c(OCC(=O)N2CCCCC2)ccc2ccccc12 (stereo not given)	-1.7%	1.0%	2.3%
CC(C)OCCCn1c(=O)c2ccccc2n2c(CCC(=O)NC3CCN(Cc4ccccc4)CC3)nnc12	-14.7%	-0.4%	-2.7%
CC(C)CC(c1nnnn1C(C)(C)C)N1CCN(C2CCCC2)CC1 (stereo not given)	-1.6%	2.1%	-9.3%
O=C1c2ccccc2C(=O)N1CC1c2ccccc2CCN1S(=O)(=O)c1cnc[nH]1 (stereo not given)	-1.6%	3.3%	-2.2%
CC(C)(C)OC(=O)NNC1CC(=O)N(c2ccccc2F)C1=O (stereo not given)	-0.2%	0.0%	6.4%
CN(/N=C/c1cccc(Br)c1)C1=NS(=O)(=O)c2ccccc21	1.6%	.	0.7%
CCN(CC(=O)Nc1c(F)cccc1F)C(=O)c1ccc2c(c1)OCO2	-9.2%	2.0%	.
CCCSc1nc2c3c(sc2c(=O)[nH]1)CC(C)(CC)OC3 (stereo not given)	1.1%	7.7%	13.1%
CCOC(=O)C1CCN(C(=O)COC(=O)CSc2ccccc2C)CC1	13.9%	-0.1%	.
N=C1c2ccccc2CN1c1ccc(N2CCOCC2)c(S(=O)(=O)Nc2ccc(Cl)cc2)c1	.	2.6%	-9.7%
COc1ccc(N=C2SC(CC(=O)Nc3cccc(Cl)c3)C(=O)N2Cc2ccco2)cc1 (stereo not given)	-11.7%	8.5%	-12.2%
COc1ccc(Cc2nnc(SCC(=O)Nc3ccc(N4CCOCC4)cc3)o2)cc1	5.7%	5.1%[0.0935 µM]	-3.8%
Cc1ccc(-c2csc(NC(=O)c3ccc(F)cc3)c2C(=O)O)cc1	6.7%	.	-4.8%
COc1ccc(-c2ccc3c(c2)S(=O)(=O)c2cccc(C(=O)NCc4cc(C)oc4C(F)(F)F)c2C3=O)cc1OC	3.4%	-6.5%	.
Cc1ccc(/C=N/NC(=O)c2ccc(C(=O)N/N=C/c3ccc(C)s3)o2)s1	-8.3%	4.8%	-8.7%
CCOC(=O)COc1ccc(C(=O)c2ccccc2)c(O)c1	5.2%	-5.2%	-3.5%
CCOc1ccc(NC(=S)N=Nc2c(O)[nH]c3ccccc23)cc1	0.0%	10.7%	23.4%
COc1cc(C(=O)NNC(=O)c2ccc3ccccc3n2)cc(OC)c1OC	-11.8%	-1.1%[56.1 µM]	.
Cc1ccc(Cl)c(OC(=O)c2nn(C(C)C)c(=O)c3ccccc23)c1	-3.0%	5.3%	1.4%
Cc1cccc(C)c1Nc1ncnc(N)c1[N+](=O)[O-]	-4.2%	-0.6%	0.6%
O=C(CNC(=O)c1ccco1)Nc1ccc(Cl)cc1	-1.8%	.	-2.6%
O=C(Nc1cccc2ccccc12)c1cnsn1	18.5%	4.9%	1.5%
COc1ccc(C(=O)NC(=S)NCc2ccco2)cc1OC	-0.3%	2.6%	2.1%
O=C(C1CCC(CNS(=O)(=O)c2ccccc2)CC1)N1CCOCC1 (stereo not given)	4.7%	.	0.3%
CCOC(=O)Cn1c2c(c(=N)c3c1CCC3)CCCC2	0.9%	0.6%	-2.3%
O=[N+]([O-])c1ccc(OCC(O)CN(C2CCCCC2)C2CCCCC2)cc1 (stereo not given)	-5.1%	0.0%	19.6%
O=C(Nc1ccc(F)c(Cl)c1)c1cc(S(=O)(=O)N2CCCc3ccccc32)ccc1F	-3.5%	0.0%	.
C=CCNC(=O)c1ccc2c(=O)n(CCCN3CCCC3=O)c(=S)[nH]c2c1	-0.4%	2.6%	5.5%
CCOC(=O)N1CCC(NC(=O)CS(=O)Cc2nc(-c3ccc(C)cc3)oc2C)CC1 (stereo not given)	-12.3%	5.6%	-2.4%
CCOc1ccccc1NC(=O)Cn1c(=O)c(OCC)nc2cnccc21	-0.8%	1.9%	-1.7%

Structures above that have a thiophene ring, fused or not (12):
SMILES	FEN1 inh	TDP1 block	N370S GC mod
O=S(=O)(c1ccccc1)N1CCN(c2nc(-c3cccs3)nc3ccccc23)CC1	-1.8%	1.3%&0.0%	?
O=C(CCC(=O)c1cccs1)NCc1ccccc1Cl	4.0%	0.4%	.
Cc1nc2ncnn2c(N2CCN(C(=O)Cc3cccs3)CC2)c1C	-16.0%	-12.2%	0.0%
Cc1nc2c(sc3nc(N4CCOCC4)c4c(c32)CC(C)(C)OC4)c(-c2ccc(Cl)cc2)c1C(=O)O	-13.9%	-3.6%	24.0%
COC(=O)c1cc2sc(Cl)cc2n1CC(=O)NCCC(C)C	-0.6%	0.0%	3.8%
COC(=O)[C@]1(Cc2ccccc2)N[C@H](c2ccc(-c3cc(C(C)=O)cs3)cc2)[C@@H]2C(=O)N(C)C(=O)[C@@H]21	3.9%	.	6.1%
CCc1cc(C(=O)N2CCN(S(=O)(=O)c3cc(C)ccc3C)CC2)sc1C	-12.3%	-3.2%[56.1 µM]	.
Cc1ccc(S(=O)(=O)N2[C@@H](c3ccc(C(C)(C)C)cc3)C(C(=O)O)=CC[C@H]2c2cccs2)cc1	-0.1%	2.1%	.
CC(=O)Oc1ccc2occ(C(=O)c3cccs3)c2c1	-13.6%	-2.0%	3.7%
CCCSc1nc2c3c(sc2c(=O)[nH]1)CC(C)(CC)OC3 (stereo not given)	1.1%	7.7%	13.1%
Cc1ccc(-c2csc(NC(=O)c3ccc(F)cc3)c2C(=O)O)cc1	6.7%	.	-4.8%
Cc1ccc(/C=N/NC(=O)c2ccc(C(=O)N/N=C/c3ccc(C)s3)o2)s1	-8.3%	4.8%	-8.7%
